Pemphigus Ab inh = blocks pemphigus antibody binding to human desmoglein-3; P32926; DSG3-coupled beads, scFv-anti-DSG3-GFP binding, flow cytometry; hits give low values; binding (percent of control), % at 10 µM; 310,000 tested, 0.48% active; AID 588358;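 active = binding more than 3 SD below its plate's average and above zero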;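 also: hits lower antibody fragment binding to DSG3; some compounds called inactive have numbers as strong as hits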
PKA-R1A activ = activators of PKA-R1A complex. P00514+P68181. PKA-R1A dissociation, Cy5-IP20 fluorescence polarization; scaled: DMSO 0%, 113 µM cGMP 100%. activation, % at 11.4 µM. 340,000 tested, 0.083% active. AID 504707;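 active = percent activation above the mean of all tested compounds plus 3 SD, cut at about 19% in these data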;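 also: higher means more PKAc released from R1A so a rise in polarization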
OPRM1-OPRD1 ag = agonists of human mu-delta opioid receptor heterodimerization. P35372+P41143. cells, OPRM1-OPRD1 heterodimerization, luminescence. activation, % at 9.3 µM. 340,000 tested, 0.3% active. AID 504326; in the data active = activation above about 18%;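 also: 0% = vehicle-treated cells and 100% = reference agonist; values of inactives mirror those of a sister screen read the other way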
Arrestin-AP2 inh = inhibitors of human beta-arrestin and AP2 interaction. FITC-arrestin peptide / GST-AP2 beads, flow cytometry; AP2 beta2 appendage carries R879A mutation. inhibition, % at 10 µM. 340,000 tested, 0.31% active. AID 504490;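 active = inhibition above a set limit, near 3 SD of compounds lacking own fluorescence, cut at about 54% in these data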;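 also: plate controls were DMSO wells for no effect and 5 µM unlabelled arrestin peptide for full effect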
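Measured by: flow cytometry, FL1 (488/535 nm); Material: AP2 appendage R879A on GSH beads; Evaluation: percent response; Timing: pre-incubation 12 min, peptide binding 1 h, room temperature; Also added: 50 nM FITC-arrestin peptide; Medium: PBS with 0.05% Tween 20 and 0.1% BSA.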
HTR5A inv ag = HTR5A inverse agonism, opioid heterodimer counter-screen; inhibition, % at 9.3 µM; AID 504634; 340,000 tested, 0.083% active; HTR5A cell line, luminescence; in the data active = inhibition mostly above about 23%, no sharp cut-off; inactive = mostly below about 18%;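 also: 0% = cells with DMSO and 100% = no-cell wells with DMSO; some compounds called inactive have numbers as strong as hits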
Target sequence (P47898 whole entry, looked up): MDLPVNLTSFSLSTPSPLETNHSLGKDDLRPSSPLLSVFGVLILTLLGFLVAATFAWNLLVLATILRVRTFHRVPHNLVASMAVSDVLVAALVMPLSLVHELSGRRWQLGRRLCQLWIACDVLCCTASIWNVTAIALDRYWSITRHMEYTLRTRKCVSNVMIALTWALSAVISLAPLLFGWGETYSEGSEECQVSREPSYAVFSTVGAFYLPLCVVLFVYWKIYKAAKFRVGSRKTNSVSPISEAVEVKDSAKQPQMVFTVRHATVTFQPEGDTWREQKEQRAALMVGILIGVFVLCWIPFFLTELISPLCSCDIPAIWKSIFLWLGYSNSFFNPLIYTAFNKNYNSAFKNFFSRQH
MOR-DOR inv ag = inverse agonist of human OPRM1-OPRD1 heterodimerization | cell-based MOR-DOR heterodimer luminescence, inverse agonism | inhibition, % at 9.3 µM | AID 504357 | P35372+P41143 | 340,000 tested, 0.21% active; in the data active = inhibition above about 22%, passing the limit was not always enough;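 also: 0% = cells with DMSO and 100% = wells without cells with DMSO; values of inactives mirror those of a sister screen read the other way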
HTR5A ag = counter-screen for OPRM1-OPRD1 agonists: human HTR5A agonism. P47898. HTR5A agonist assay, luminescence, cell-based. activation, % at 9.3 µM. 340,000 tested, 0.61% active. AID 504692; in the data active = activation mostly above about 9.5%, no sharp cut-off; inactive = mostly below about 7.6%;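 also: 0% = cells with vehicle only and 100% = reference agonist; strong numbers were not always called active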
DAGLB inhibitor = diacylglycerol lipase beta (human) inhibition; HEK293T DAGLB membrane lysate, EnzChek fluorogenic substrate; 340,000 tested, 0.059% active; inhibition, % at 5.17 µM; Q8NCG7; in the data active = inhibition above about 34%;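 also: 0% = enzyme with vehicle and 100% = wells lacking enzyme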
V-ATPase pHluor = alters yeast V-ATPase proton transport. S. cerevisiae, pHLuorin cytosolic pH fluorescence. 350,000 tested, 0.37% active. response, % at 10 µM. AID 504577; in the data active = response mostly above about 7.3%, no sharp cut-off; inactive = mostly below about 5.4%; also: actives read high; inactives centre near 0; some compounds called inactive have numbers as strong as hits; reference of the scale not given here
PKA-R2B act = PKA-R2B complex activation; AID 504700; PKA-R2B holoenzyme dissociation, Cy5-IP20 fluorescence polarization; R2B truncated from residue 108, S112A mutant; 0% DMSO only, 100% 113 µM cGMP; P22694+P31323; 340,000 tested, 0.079% active; activation, % at 11.4 µM;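 active = activation above a cutoff set at the mean over all compounds plus 3 SD, cut at about 18% in these data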;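 also: higher means more holoenzyme dissociation and a rise in polarization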
Target sequence (P31323 whole entry, looked up, other chains not shown, the tested form may be a part): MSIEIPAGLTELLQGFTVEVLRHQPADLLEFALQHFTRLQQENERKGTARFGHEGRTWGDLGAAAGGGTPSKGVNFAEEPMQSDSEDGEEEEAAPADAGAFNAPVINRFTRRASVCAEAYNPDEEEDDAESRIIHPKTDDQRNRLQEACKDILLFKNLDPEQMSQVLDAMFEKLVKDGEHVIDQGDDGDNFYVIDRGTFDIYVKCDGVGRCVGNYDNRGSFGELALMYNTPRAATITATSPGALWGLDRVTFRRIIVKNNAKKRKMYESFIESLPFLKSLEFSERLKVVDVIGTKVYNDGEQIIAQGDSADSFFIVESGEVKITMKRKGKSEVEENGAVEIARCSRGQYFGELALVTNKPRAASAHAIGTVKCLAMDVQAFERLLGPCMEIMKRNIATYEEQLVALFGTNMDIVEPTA
* marks the source's active call; other numbers are inactive results; . = no result given.

Order of results – Pemphigus Ab inh	PKA-R1A activ	OPRM1-OPRD1 ag	Arrestin-AP2 inh	HTR5A inv ag	MOR-DOR inv ag	HTR5A ag	DAGLB inhibitor	V-ATPase pHluor	PKA-R2B act
1) c1ccc(-n2nnnc2Cc2nnnn2-c2ccccc2)cc1
  .	-4	-3.0	37	0	15	3	-3	-3	-16
2) O=C(CCCSc1nc2ccccc2[nH]1)N1CCN(c2ccccc2)CC1
  96	-2	-0.1	-3	-15	0	6	0	-1	0
3) COc1ccc(N(C(=O)CNC(=O)c2ccco2)C(C(=O)NCC2CCCO2)c2ccccc2)cc1OC (configuration not stated)
  .	-10	-1.7	4	-5	11	-6	-3	1	-2
4) COc1cc(/C=N/NC(=O)c2ccncc2)ccc1OCC(=O)Nc1ccc(C)c(C)c1
  124	3	0.8	2	-4	-7	1	-2	-2	-3
5) CN(CC(=O)Nc1ccc(F)c(F)c1F)C(=O)c1n[nH]c(=O)c2ccccc12
  106	-7	-2.0	1	17	8	-7	0	0	-7
6) Cc1nnc(SCc2ccccc2)n1CC1CCCO1 (configuration not stated)
  .	0	-0.2	-1	-9	1	3	0	1	0
7) Nc1nnc(SCC(=O)c2cccc([N+](=O)[O-])c2)s1
  109	1	-1.3	29	0	7	0	1	1	-14
8) CCN(CC)CCNC(=O)C(=O)NCC1OCCN1S(=O)(=O)c1ccc([N+](=O)[O-])cc1 (configuration not stated)
  124	-6	3.0	-10	33	-17	3	2	5	-2
9) COc1ccccc1C1/C(=C(/O)c2ccc(C)cc2)C(=O)C(=O)N1Cc1ccco1 (configuration not stated)
  93	-9	2.5	-3	-7	-16	4	8	4	-9
10) O=C(CN1CCC(NC(=O)C2CCCCC2)CC1)Nc1cccc(F)c1
  103	-1	-4.5	-7	-18	24	7	-3	-4	-3
11) CCOC(=O)c1[nH]nc(N)c1NC(=O)c1ccc(Cl)cc1Cl
  101	0	-0.7	-4	5	4	0	2	0	2
12) CN(CC(=O)Nc1ccc(F)cc1)C(=O)Cn1cnc2ccc([N+](=O)[O-])cc2c1=O
  116	8	-0.1	40	13	1	-3	1	-3	9
13) COC(=O)Cn1c(=O)c2c(n(Cc3ccccc3)c1=O)N/C(=C/c1ccc(OC)cc1)C2=O
  91	-12	-2.9	6	-3	15	4	12	-3	-15
14) Cc1cc(=S)[nH]c(=S)[nH]1
  100	6	-2.2	-8	14	12	4	1	-1	-1
15) CCN(CC(=O)Nc1ccccc1OC)C(=O)CC1CCCC1
  .	1	-2.4	6	5	10	-2	-2	-1	1
16) Cc1ccc(-c2c[n+]3c(n2-c2ccccc2)SCC3)cc1
  .	3	-2.1	10	-15	10	3	0	-1	-4
17) O=C(COC(=O)CCC(=O)c1ccc(F)cc1)NC1CCCCC1
  .	1	-2.6	38	3	12	-1	-1	-2	2
18) CCOc1ccc(NC(=O)CCNC(=O)Cn2ccc3ccccc3c2=O)cc1
  104	-4	-0.7	19	-20	5	1	1	0	-6
19) O=C(c1ccc2c(Cl)c3c(nc2c1)CCCC3)N1CCC(N2CCCCC2)CC1
  107	7	4.1	1	-18	-24	6	3	2	-9
20) Cc1cc(NC(=O)C(C)SCC(=O)N(C)CC(=O)Nc2ccccc2Br)no1 (configuration not stated)
  105	7	-0.7	0	-12	4	-2	2	-1	-6
21) CCCCN(C(=O)COC(=O)CSc1ccc([N+](=O)[O-])cc1)c1c(N)n(CCC)c(=O)[nH]c1=O
  98	-1	-0.4	45	0	3	4	3	4	14
22) Cc1ccc(-c2noc(CN3CCN(c4ccccc4F)CC3)n2)cc1
  99	-8	1.8	8	-55	-9	20*	-15	0	5
23) CCCCn1nnnc1SCC(=O)N1CCOCC1
  .	8	-0.8	14	-2	5	0	-2	0	10
24) CCc1ccccc1NC(=S)N(Cc1cccnc1)Cc1ccco1
  95	-4	-1.3	52	-7	7	-2	1	-2	-4
25) Cc1ccc(N(CC(=O)O)C2SC(=O)NC2=O)cc1 (configuration not stated)
  100	9	3.1	14	-19	-19	2	0	-4	3
26) CC1CCN(S(=O)(=O)c2nnc(NC(=O)c3ccccc3Br)s2)CC1
  96	-2	0.3	22	-13	-2	4	9	-1	-1
27) COCCn1c(C2CCCCC2)nc2sc3ccccc3c(=O)c2c1=O
  97	8	-2.4	0	20	12	-8	1	1	-4
28) CCS(=O)(=O)c1nc(S(=O)(=O)c2ccc(C)cc2)c(NCCCn2ccnc2)s1
  99	7	-3.6	17	4	18	-5	1	-1	14
29) O=C(NNS(=O)(=O)c1ccc(F)cc1)c1cccc(O)c1
  99	2	-2.0	1	6	10	-6	-3	-2	5
30) Cn1c(=O)c2cc(S(=O)(=O)N3CCC(c4ccccc4)CC3)ccc2n(C)c1=O
  122	4	-2.4	0	-4	14	1	0	-4	-4
31) COc1ccc(-n2cnc3cc(NS(=O)(=O)c4ccc(C)cc4)ccc32)cc1
  .	-1	-1.5	-14	-5	8	2	-1	-1	-21
32) c1ccc(Nc2nc(-c3ccccc3)ns2)cc1
  58*	-8	4.4	-3	-11	-25	4	-6	1	3
33) CSC(C(=O)c1cc2ccccc2o1)c1ccccc1 (configuration not stated)
  93	5	1.5	10	3	-9	-3	-8	4	3
34) COC(=O)c1ccc(-c2ccco2)n1Cc1nc(-c2ccc(OC)c(OC)c2)oc1C
  100	-3	1.4	22	-45	-8	2	-5	5	-4
35) O=C(CNS(=O)(=O)c1ccc(Cl)cc1)NC1CCCCC1
  .	0	-0.5	-8	12	2	-5	2	2	-2
36) CN(C)S(=O)(=O)c1cc(NC(=O)c2cc(=O)c3ccccc3o2)ccc1Cl
  86	-13	-2.5	0	3	16	-1	2	-3	-9
37) C=CCNC(=O)/C(C#N)=C/c1c(N2CCN(c3cccc(Cl)c3)CC2)nc2c(C)cccn2c1=O
  96	2	-4.9	-7	-4	22	1	0	-2	3
38) CSc1cccc(NC(=O)N2CCc3ccc(NC(=O)c4ccccn4)cc3C2)c1
  97	-1	1.4	14	-10	-7	16*	-2	-3	2
39) C[C@@H]1CN([C@@H](C)CO)S(=O)(=O)c2ccc(Br)cc2O[C@H]1CN(C)C(=O)Nc1ccc(C(F)(F)F)cc1
  .	-3	.	.	.	.	.	-1	1	-4
40) CCOC(=O)c1sc2ncnc(NCC(c3cccs3)N(C)C)c2c1C (configuration not stated)
  107	-8	3.9	8	10	-20	4	-6	-4	0
41) CCNc1nc(C)nc2c1oc1ccccc12
  100	-12	-2.3	-10	-53	13	-2	-2	2	-2
42) Cc1sc(C(=O)Nc2ccc3ccccc3c2)cc1CC(=O)O
  98	6	-3.4	5	-17	17	6	1	-2	-4
43) Cc1ccc(NC(=S)N(CCN(C)C)Cc2cccs2)c(C)c1
  127	-6	-1.6	-36	18	8	-4	1	3	-4
44) Cn1cccc1Cc1nnc(SCC(N)=O)n1CCc1ccccc1
  106	14	-2.0	-7	17	10	-6	-1	2	-12
45) CCN(Cc1nc(-c2ccccc2)no1)C(=O)c1ccco1
  110	2	-1.6	-8	-11	9	4	0	3	-9
46) Cc1ccc2nc3c(nc2c1C)CCCC3
  108	0	-1.8	4	6	8	-2	-3	1	1
47) CC(C(=O)Nc1ccc(Cl)cc1)N(C)Cc1cccs1 (configuration not stated)
  122	16	4.6	-2	-3	-38	4	-6	1	-8
48) COc1ccc(CN2CN(S(=O)(=O)c3cccs3)c3nc4ccccc4nc32)cc1
  93	-7	-0.7	1	23	4	2	3	-2	1
49) N#CC1(c2ccccc2)CCC(=O)N1Cc1ccccc1 (configuration not stated)
  105	5	-1.0	-14	7	5	-4	2	1	-8
50) Cc1ccc(OCc2nnc(SC(C)C(=O)O)n2Cc2ccccc2)cc1 (configuration not stated)
  77	-9	-3.6	0	-2	18	1	2	-1	-4

Some of the entries so far, as tab-separated lines:
#	mol	Pemphigus Ab inh	PKA-R1A activ	OPRM1-OPRD1 ag	Arrestin-AP2 inh	HTR5A inv ag	MOR-DOR inv ag	HTR5A ag	DAGLB inhibitor	V-ATPase pHluor	PKA-R2B act
49	N#CC1(c2ccccc2)CCC(=O)N1Cc1ccccc1 (configuration not stated)	105	5	-1.0	-14	7	5	-4	2	1	-8
38	CSc1cccc(NC(=O)N2CCc3ccc(NC(=O)c4ccccn4)cc3C2)c1	97	-1	1.4	14	-10	-7	16*	-2	-3	2
36	CN(C)S(=O)(=O)c1cc(NC(=O)c2cc(=O)c3ccccc3o2)ccc1Cl	86	-13	-2.5	0	3	16	-1	2	-3	-9
34	COC(=O)c1ccc(-c2ccco2)n1Cc1nc(-c2ccc(OC)c(OC)c2)oc1C	100	-3	1.4	22	-45	-8	2	-5	5	-4

Pemphigus Ab inh: hit marks shown above.
| nr | structure | Pemphigus Ab inh | PKA-R1A activ | OPRM1-OPRD1 ag | Arrestin-AP2 inh | MOR-DOR inv ag | DAGLB inhibitor | V-ATPase pHluor | PKA-R2B act |
| --- | --- | --- | --- | --- | --- | --- | --- | --- | --- |
| 32 | c1ccc(Nc2nc(-c3ccccc3)ns2)cc1 | 58* | -8 | 4.4 | -3 | -25 | -6 | 1 | 3 |

Bioassay records (PubChem BioAssay)
